Screening results deposited in PubChem BioAssay by several laboratories.
STEP block – inhibitors of human striatal-enriched phosphatase STEP; recombinant STEP, OMFP fluorogenic substrate, fluorescence; AID 588621; inhibition, % at 20 µM; 360,000 tested, 0.25% active; P54829;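 active = inhibition at 20 µM, scaled per plate between control wells, above about 37%, limit read from the data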;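 also: 0% = DMSO with enzyme and substrate and 100% = substrate only without enzyme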
Target sequence (P54829 whole entry, looked up): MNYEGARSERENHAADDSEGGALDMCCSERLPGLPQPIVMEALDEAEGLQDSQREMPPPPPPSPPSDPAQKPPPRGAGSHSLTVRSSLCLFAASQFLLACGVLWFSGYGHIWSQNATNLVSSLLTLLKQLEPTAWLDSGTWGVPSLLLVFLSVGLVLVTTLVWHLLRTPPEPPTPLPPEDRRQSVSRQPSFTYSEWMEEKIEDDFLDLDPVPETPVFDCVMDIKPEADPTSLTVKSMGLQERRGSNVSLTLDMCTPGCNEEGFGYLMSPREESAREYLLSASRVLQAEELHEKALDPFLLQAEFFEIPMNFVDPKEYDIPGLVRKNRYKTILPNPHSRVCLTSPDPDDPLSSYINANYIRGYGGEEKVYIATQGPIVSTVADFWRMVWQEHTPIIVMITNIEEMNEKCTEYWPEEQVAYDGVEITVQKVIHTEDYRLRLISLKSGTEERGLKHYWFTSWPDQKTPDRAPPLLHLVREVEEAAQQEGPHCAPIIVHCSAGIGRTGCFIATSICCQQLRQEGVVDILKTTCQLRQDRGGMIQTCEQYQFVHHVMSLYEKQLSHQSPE
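System: STEP (striatal-enriched tyrosine phosphatase) enzyme, cell-free; medium: Bis-Tris pH 6.0 buffer with DTT, detergent; dosing: 20 µM, 1% DMSO; times: reaction 20 min, ambient temperature; detection: fluorescence, 480/540 nm; read-out basis: normalized % inhibition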
TbMetRS inhib – Trypanosoma brucei MetRS inhibition | purified T. brucei MetRS, ATP depletion, Kinase-Glo luminescence | inhibition, % at 11.9 µM | 360,000 tested, 0.4% active | AID 624268;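 active = inhibition above a per-plate cutoff of the control wells' mean inhibition plus 3 SD, cut at about 5.5% in these data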;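 also: 0% = DMSO wells median and 100% = median of wells with control inhibitor compound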
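System: purified T. brucei MetRS enzyme / Detection: Kinase-Glo luciferase luminescence reporting remaining unconsumed ATP / Medium: HEPES buffer with MgCl2, KCl, DTT, spermine, BSA, pyrophosphatase / Replication: singlicate, one well per compound / Evaluation: percent inhibition relative to median high and low control wells / Schedule: 2 h aminoacylation at 25 °C after 15 min preincubation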
Rpn11 inh – inhibitors of human proteasome Rpn11 | calls only at 20 µM | human 26S proteasome, Ub4-pepOG fluorescence polarization; 20S core pre-blocked with epoxomicin | 360,000 tested, 0.59% active;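 active = inhibition at 20 µM, scaled to each plate's controls, above about 33%, limit read from the data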
NadD block – inhibitors of Staphylococcus aureus NadD | 360,000 tested, 0.78% active | purified NadD enzyme, colorimetric absorbance read-out | inhibition, % at 20 µM; in the data active = inhibition above about 26%; also: some compounds past the cut are filed as inactive
PABP1 MLLE inh – inhibitors of microRNA-mediated deadenylation, human PABP1 MLLE binding | inhibition, % at 20 µM | 360,000 tested, 0.36% active | GST-MLLE / FITC-PAM2 fluorescence polarization | P11940; in the data active = inhibition above about 35%, passing the limit was not always enough;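 also: plate controls were DMSO wells with GST-MLLE for no effect and wells lacking GST-MLLE protein for full effect; some results filed as inactive read as strong as hits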
DNMT1 inh – DNMT1 (human) enzyme inhibition | DNMT1 molecular beacon, Hinp1I cleavage, fluorescence | inhibition (reported as % activation of signal), % at 10 µM | 360,000 tested, 0.83% active; in the data active = inhibition above about 50%
SUMO1-SIM PPI – alters human SUMO1 binding to SIM partners; AID 602429; SUMO1 binding to a labelled peptide, TR-FRET, 1 h; inhibition, % at 20 µM; 360,000 tested, 0.33% active; in the data active = inhibition above about 37%
Target sequence (P63165 whole entry, looked up): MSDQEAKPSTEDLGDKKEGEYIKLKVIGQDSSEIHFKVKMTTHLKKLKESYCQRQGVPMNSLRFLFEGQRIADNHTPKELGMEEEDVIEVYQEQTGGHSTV
Scp-1 inhibitor – inhibitors of human Scp-1 phosphatase | Recombinant Scp1, phosphopeptide, malachite green phosphate absorbance | inhibition, % at 20 µM | 340,000 tested, 0.88% active | AID 493091;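 active = inhibition above about 50% at 20 µM, limit read from the data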;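 also: plate controls were DMSO wells with enzyme for no effect and wells lacking enzyme for full effect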
Target sequence (Q9GZU7 76-261 limits assumed): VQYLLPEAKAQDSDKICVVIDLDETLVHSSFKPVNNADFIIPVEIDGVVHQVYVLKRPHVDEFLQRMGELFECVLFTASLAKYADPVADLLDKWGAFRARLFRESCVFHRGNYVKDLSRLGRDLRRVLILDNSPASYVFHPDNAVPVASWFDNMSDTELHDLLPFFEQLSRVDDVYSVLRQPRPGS
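assay system = SCP-1 phosphatase catalytic domain, residues 76-261 | buffer or medium = 50 mM Tris acetate pH 5.5, 0.005% Tween-20, 10 mM MgCl2 | incubation = enzyme reaction 45 min at room temperature, colour 5 min, stabilisation 30 min | signal = Phosphate-binding colour reagent, absorbance read at 630 nm | measure = % inhibition at 20 µM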
CSN deneddyl inh – blocks human CSN-mediated cullin deneddylation | Purified CSN, SCF-Nedd8-OG deneddylation, fluorescence polarization | inhibition, % at 12.5 µM | 360,000 tested, 0.38% active;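 active = pattern-corrected inhibition above about 35%, with an unprinted fluorescence ratio check between 0.5 and 1.5, limit read from the data, passing the limit was not always enough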;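 also: 0% = enzyme with substrate and 100% = substrate without enzyme; some results filed as inactive read as strong as hits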
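Detection – fluorescence polarization · System – HEK293T-derived human Csn5 enzyme · Controls – substrate-only high control, full reaction low control · Timing – 90 min, room temperature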
LMPTP block – LMPTP (human) inhibition. P24666. recombinant LMPTP-A, OMFP fluorogenic substrate, fluorescence intensity. inhibition, % at 20 µM. 360,000 tested, 0.22% active. AID 651560;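 active = compounds that cut the enzyme signal by at least half of the control window in the single-dose screen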;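 also: plate controls were DMSO wells with enzyme plus substrate for no effect and substrate without enzyme for full effect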
Target sequence (P24666 whole entry, looked up): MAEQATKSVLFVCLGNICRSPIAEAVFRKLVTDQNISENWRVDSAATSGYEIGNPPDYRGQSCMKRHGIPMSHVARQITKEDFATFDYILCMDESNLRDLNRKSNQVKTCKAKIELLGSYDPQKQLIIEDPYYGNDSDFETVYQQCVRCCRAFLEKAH
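Test system: LMPTP-A phosphatase enzyme. Amount: LMPTP-A at 0.625 nM final in the reaction. Reagent: OMFP substrate, 400 µM final. Times: 50 min at room temperature. Signal: endpoint fluorescence intensity from OMFP dephosphorylation. Read-out basis: % inhibition. Benchmarks: no-enzyme and uninhibited controls.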
Numbers without * were called inactive; i = inactive; · = not tested or not shown.

Molecule	Rpn11 inh	Scp-1 inhibitor	TbMetRS inhib	DNMT1 inh	STEP block	SUMO1-SIM PPI	PABP1 MLLE inh	LMPTP block	CSN deneddyl inh	NadD block
O=C(CN1CCN(c2ccccc2)CC1)Nc1nnc(-c2ccccc2)s1	i	1	-0.6	4	-7	-4	-2	0.5	-1	4
CC(C)CCn1c(Sc2nc3ccccc3o2)nc2c1c(=O)[nH]c(=O)n2C	i	-11	-0.2	9	-2	0	-46	-1.6	0	3
CCNc1nc(N2CCCCC2)nc(-n2nnc(C(=O)OCC)c2C)n1	i	0	-0.4	2	1	-1	-3	-0.8	0	-6
N=c1c2c(-c3ccccc3)c(-c3ccccc3)n(Cc3ccccc3)c2ncn1CCO	i	0	0.1	1	3	-2	-1	3.0	-3	5
Cc1nn(CC(=O)N2CCCC2)c(=O)c2nn(-c3ccccc3)c(C)c12	i	-8	0.2	7	2	-4	-8	0.1	5	2
Cc1ccc(C(=O)/C=C/C(=O)O)cc1	i	2	-1.4	5	1	2	44*	-0.6	6	3
CC(C)c1ccc(/C=N/NC(=O)c2ccc(-n3cnnn3)cc2)cc1	i	-9	-0.4	0	-2	-7	7	-3.8	2	-3
OCCC1CN(Cc2cc3c(cc2Cl)OCO3)CCN1Cc1ccccc1 (centres undefined)	i	-8	-0.5	-1	0	4	5	-2.2	-2	-5
COc1ccc([C@H]2C[C@H](n3cc(COC(=O)c4ccccc4)nn3)[C@@H](O)CN2CC2CCCCC2)cc1	i	·	0.7	-3	0	8	-6	1.1	-1	0
O=C1c2cccc3c(N4CCCCC4)ccc(c23)C(=O)N1c1ccccc1O	·	-1	-0.8	-3	-15	-18	19	4.3	-70	5
CSc1nc2ccccc2n1Cc1cccc(F)c1	i	4	-1.4	0	-1	6	-21	-0.8	6	1
N#Cc1c(N)nc(SCc2ccccn2)c(C#N)c1-c1cccs1	i	6	-1.6	-2	-5	8	-46	1.0	7	4
COc1cc(F)ccc1-c1csc(C(O)(c2ccccc2)C(F)(F)F)n1 (centres undefined)	i	·	-0.2	-20	-4	9	-1	4.3	-6	0
Cc1cccc(OCC(=O)NCC(=O)N/N=C/c2cccs2)c1	i	-4	0.1	2	-3	-7	6	-1.4	1	-2
CCOC(=O)c1cccc(NC(=O)CSc2nnc(-c3ccoc3C)n2CC)c1	i	-2	-1.2	3	1	-1	-1	0.7	1	-2
CCC1CCCCN1CCCNC(=O)CC1Oc2ccc(C)cc2NC1=O (centres undefined)	i	-12	0.0	-1	6	-4	-6	-0.2	0	2
CCCN1CCN(CCCNC(=O)c2cc3c(=O)[nH]c4ccccc4c3s2)CC1	i	-8	0.1	0	-3	-8	-3	3.2	9	1
Cc1cccc(NC(=O)C2CCN(S(=O)(=O)c3ccc4ccccc4c3)CC2)n1	i	-1	-0.2	0	-1	-3	-4	1.7	0	5
COC(=O)Cn1c(CCC(=O)O)ccc1-c1ccccc1	i	-7	-0.8	-3	0	0	5	-0.3	0	7
COc1ccc(C(=O)N2CCN=C2SC)cc1	i	-3	-0.2	1	0	5	4	-1.4	-7	0
O=C(CCNS(=O)(=O)c1c(Cl)cccc1Cl)N1CCCC1	i	-6	0.0	4	-2	2	-12	-0.5	2	0
COc1cc(C(=O)NNC(=O)c2ccoc2C)cc(OC)c1OC	i	-4	-1.8	6	-2	4	0	-1.7	1	1
c1cc(CNCC2CCCO2)ccn1 (centres undefined)	i	-7	-0.4	2	-1	-1	-7	-1.7	-1	-1
Cc1cccc(NC2SC(=O)N(c3ccccc3)C2=O)c1 (centres undefined)	i	-4	-0.9	3	2	3	34	-0.4	4	3
CC(=O)Nc1nc2nc(-c3ccccc3)cc(-c3ccccc3)n2n1	i	-10	-0.6	1	1	-7	1	0.0	3	1
COc1c2ccoc2c(OC[C@@H](O)C(C)(C)O)c2oc(=O)ccc12	i	-14	-0.3	1	1	-9	-8	-0.4	-5	1
CCOCCOC(=O)c1ccc(NC(=O)c2cc3ccccc3o2)cc1	i	-7	-1.5	-1	-1	-3	6	0.6	3	-5
Cn1cncc1C#Cc1ccc2c(=O)c3ccccc3oc2c1	i	2	-0.2	-1	2	-15	2	4.3	4	8
COc1cc(C2NC(=O)NC(C)=C2C(=O)OCc2ccc(C)cc2)cc(OC)c1OC (centres undefined)	i	-5	-0.1	0	0	-3	11	-0.6	-2	-1
CC1CCCCC12NC(=O)N(CC(=O)OCC(=O)c1ccc(OC(F)F)cc1OC(F)F)C2=O (centres undefined)	i	-9	-0.4	-4	0	-4	2	-1.8	0	-2

(continued)
Molecule	Rpn11 inh	Scp-1 inhibitor	TbMetRS inhib	DNMT1 inh	STEP block	SUMO1-SIM PPI	PABP1 MLLE inh	LMPTP block	CSN deneddyl inh	NadD block
COc1cc(C(=O)NCC2(c3ccccc3)CCCC2)ccc1OC(C)C	i	-10	-0.5	2	1	10	10	1.0	-5	-4
O=C(NCCN1CCNC1=O)c1ccc2sc([C@H]3C[C@H](O)[C@@H](CO)O3)nc2c1	i	·	-0.1	4	0	-5	4	-2.1	2	1
N#Cc1nc(-c2ccc(F)cc2)oc1NCc1ccccc1	i	-12	-0.9	0	-1	-1	-8	0.4	1	-6
COC(=O)c1cc2n(n1)CCN(Cc1ccccc1Cl)C2=O	i	0	-0.4	1	-3	3	10	-0.2	1	-2
COC(=O)c1ccc(-n2nc(C(F)(F)F)c3c2-c2ccoc2CC3)cc1	i	-5	-0.2	-9	5	1	9	2.9	3	8
O=C(C[n+]1ccc(C(=O)NCc2ccccc2)cc1)c1ccc(OC(F)F)cc1	i	0	-0.4	-2	-1	-25	1	0.2	0	-1
Cc1cccc(-c2ocnc2C(=O)N2CCN(C(=O)c3cccs3)CC2)c1	i	-1	0.1	0	-4	1	-1	-0.8	1	1
COc1ccc(C(=O)N(CCc2ccccc2)Cc2ccccc2)c(OC)n1	i	-4	-0.6	0	4	2	-9	2.3	1	-7
CN(c1nc2ccccc2n2c(C3CC3)nnc12)S(=O)(=O)c1ccccc1	i	1	-0.1	2	4	-4	8	1.0	5	-4
CC(C)(Cc1ccccc1)/[N+]([O-])=C\c1ccc(C(F)(F)F)cc1	i	-8	-0.1	-1	-3	0	3	0.3	2	-3
Cc1ccc2c(c1)C1CN(C)CCC1N2S(=O)(=O)c1cccc(C(F)(F)F)c1 (centres undefined)	i	-5	-0.5	-2	3	6	-5	-0.7	5	-7
Cc1ccc(C23CC4CC(CC(CC(=O)N5CCOCC5)(C4)C2)C3)cc1	i	-1	0.2	0	8	-1	1	-0.8	2	-1
CCOC(=O)C1CCN(S(=O)(=O)c2ccc(C(C)(C)C)cc2)CC1	i	-6	0.5	5	0	-1	9	1.5	-11	-4
Cc1csc(NC(C)c2nc3cc(C(F)(F)F)ccc3n2CCOCCO)n1 (centres undefined)	i	-12	-0.1	2	2	0	-78	-1.2	-3	-4
COC(=O)N1C(=O)[C@@](c2ccccc2)(C2CCCCC2)N1C(=O)OC	i	-6	-0.3	3	4	2	-8	-1.8	-1	-7
CC1CCN(S(=O)(=O)c2cn(CC(=O)N3CCN(C)CC3)c(=O)c3ccccc23)CC1	i	-7	-2.2	1	1	1	-1	-0.9	-1	-3
CCCCOC(=O)CCc1nc2ccccc2[nH]1	i	-8	1.8	2	3	-1	-6	0.5	7	-3
CCCNC(=O)COc1coc(CN2CCN(c3ccccc3F)CC2)cc1=O	i	1	-0.7	0	-2	3	0	0.8	-4	-1
C/C(=N/N=C(\C)c1ccccc1O)c1ccccc1O	i	-13	0.0	6	0	-3	-12	-2.0	10	0
c1ccc(CNc2ccc3ccccc3n2)nc1	i	-1	2.7	-1	-4	24	7	0.4	4	2
Nc1ccc2c3c(cccc13)-c1ccccc1-2	i	-2	0.5	-47	-85	-63	i	1.9	-74	4
Cn1ccnc1/C(=N\NC(=O)c1ccc(O)cc1)c1cccc([N+](=O)[O-])c1	i	-7	0.6	-2	-3	-13	8	-1.0	2	1
COC(=O)CC1OCC=C2CN3CCC45C6=CC(=O)C(=O)C([N+](=O)[O-])=C6NC4C1C2CC35 (centres undefined)	i	·	0.4	85*	10	32	-2	13	0	11
CCOc1ccc(-c2cnc(NCc3cccc4ccccc34)n2CCOC)cc1	i	6	-0.7	-5	4	-4	13	1.0	0	0

Reprinted from above for reference:
Molecule	Rpn11 inh	Scp-1 inhibitor	TbMetRS inhib	DNMT1 inh	STEP block	SUMO1-SIM PPI	PABP1 MLLE inh	LMPTP block	CSN deneddyl inh	NadD block
COc1cc(C(=O)NCC2(c3ccccc3)CCCC2)ccc1OC(C)C	i	-10	-0.5	2	1	10	10	1.0	-5	-4
O=C(NCCN1CCNC1=O)c1ccc2sc([C@H]3C[C@H](O)[C@@H](CO)O3)nc2c1	i	·	-0.1	4	0	-5	4	-2.1	2	1
N#Cc1nc(-c2ccc(F)cc2)oc1NCc1ccccc1	i	-12	-0.9	0	-1	-1	-8	0.4	1	-6
COC(=O)c1cc2n(n1)CCN(Cc1ccccc1Cl)C2=O	i	0	-0.4	1	-3	3	10	-0.2	1	-2
COC(=O)c1ccc(-n2nc(C(F)(F)F)c3c2-c2ccoc2CC3)cc1	i	-5	-0.2	-9	5	1	9	2.9	3	8
O=C(C[n+]1ccc(C(=O)NCc2ccccc2)cc1)c1ccc(OC(F)F)cc1	i	0	-0.4	-2	-1	-25	1	0.2	0	-1
Cc1cccc(-c2ocnc2C(=O)N2CCN(C(=O)c3cccs3)CC2)c1	i	-1	0.1	0	-4	1	-1	-0.8	1	1
COc1ccc(C(=O)N(CCc2ccccc2)Cc2ccccc2)c(OC)n1	i	-4	-0.6	0	4	2	-9	2.3	1	-7
CN(c1nc2ccccc2n2c(C3CC3)nnc12)S(=O)(=O)c1ccccc1	i	1	-0.1	2	4	-4	8	1.0	5	-4
CC(C)(Cc1ccccc1)/[N+]([O-])=C\c1ccc(C(F)(F)F)cc1	i	-8	-0.1	-1	-3	0	3	0.3	2	-3
Cc1ccc2c(c1)C1CN(C)CCC1N2S(=O)(=O)c1cccc(C(F)(F)F)c1 (centres undefined)	i	-5	-0.5	-2	3	6	-5	-0.7	5	-7
